Compound activity as filed in PubChem.
HIF-2a inh – HIF-2a inhibition | 360,000 tested, 0.72% active | inhibition, % at 18.8 µM | 786-0 RCC cells HIF-2a reporter, luciferase luminescence, overnight;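 active means inhibition of the luminescence signal of 40% or more relative to plate controls, in a single-dose primary screen at 18.75 µM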
Peg3 promoter – Peg3 promoter activity inhibition | inhibition, % at 20 µM | AID 588405 | HeLa PEG-Prom luciferase reporter, luminescence, overnight | 360,000 tested, 1.7% active;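 active means inhibition of at least 50% at 20 µM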
NR2E3 ag-1 – activates human photoreceptor nuclear receptor NR2E3; Q9Y5X4; GST-NR2E3/biotin-RetCOR TR-FRET, 1536-well; inhibition of corepressor binding, % at 4.78 µM; 320,000 tested, 0.12% active; AID 2300;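 active means percent inhibition above the cutoff of mean plus 3 SD of all tested compounds, set per screening campaign, cut at about 20% in these data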;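 further: 0% = DMSO wells and 100% = biotin wells as full block of FRET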
Target sequence (Q9Y5X4 whole entry, looked up): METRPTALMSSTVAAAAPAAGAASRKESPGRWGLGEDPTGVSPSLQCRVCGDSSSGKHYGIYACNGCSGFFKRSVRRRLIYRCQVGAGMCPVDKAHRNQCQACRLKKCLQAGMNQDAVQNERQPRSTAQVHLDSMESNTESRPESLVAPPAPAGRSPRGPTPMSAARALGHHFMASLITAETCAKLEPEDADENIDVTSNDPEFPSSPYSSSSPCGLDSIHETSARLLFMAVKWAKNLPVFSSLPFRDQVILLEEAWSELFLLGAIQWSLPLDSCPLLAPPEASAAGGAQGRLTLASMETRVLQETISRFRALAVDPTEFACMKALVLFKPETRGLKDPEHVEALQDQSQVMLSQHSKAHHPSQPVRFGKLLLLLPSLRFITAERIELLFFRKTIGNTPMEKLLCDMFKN
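System: GST-NR2E3 and biotin-RetCOR proteins; probe or stimulus: 7 nM biotin-RetCOR; doses: compound at 4.8 µM, single dose; schedule: Compound–protein incubation for 5 h at 4 °C; detection: time-resolved FRET; read-out: percent inhibition; controls: biotin wells as high control, 0.6% DMSO wells as low control; format: 1536-well plates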
KKLEB tox – CF airway cell cytotoxicity counter-screen. KKLEB CF airway cells viability, ATPlite luminescence, overnight; stronger effect = lower value; cells stimulated with P. aeruginosa culture filtrate. activity change (cytotoxicity), % at 5 µM. 360,000 tested, 0.36% active. AID 602141;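 active means corrected activity change at or below -50% at 5 µM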
iPSC survival up – increases survival of single human iPS cells. AID 602274. 360,000 tested, 0.044% active. survival enhancement, % at 20 µM. hiPSC single-cell survival, ATPlite luminescence; 100% = ROCK inhibitor wells, 0% = DMSO; in the data active means survival enhancement above about 18%;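 further: cells exposed to compounds for 16 hours before the ATP read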
Shn3 3UTR inh – Schnurri-3 reporter inhibition in Clone20 osteoblasts; Clone20 osteoblast Shn3 3'UTR firefly luciferase, 24 h; 360,000 tested, 0.52% active; inhibition, % at 12.5 µM;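 active means mean inhibition of at least 75% with every replicate also reaching 75%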;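 further: 0% = median of neutral control wells and 100% = pilot-screen positive control compound; some compounds past the cut are filed as inactive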
NR2E3 ag-2 – agonists of human NR2E3 nuclear receptor; Q9Y5X4; CHO-S Gal4-NCOR/VP16-NR2E3 two-hybrid, luciferase; inhibition of corepressor binding, % at 3.98 µM; 360,000 tested, 0.35% active; AID 602229;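 active means inhibition above the mean of all tested compounds plus 3 SD, cut at about 70% in these data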;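 further: 0% = DMSO with NR2E3 transfected cells and 100% = cells lacking NR2E3 construct; higher means lower luciferase signal from less NR2E3 corepressor binding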
C8 TRAIL sens – sensitizes caspase-8 expressing cells to TRAIL; NB7+C8 cells + TRAIL, ATPlite viability luminescence; 360,000 tested, 1% active; inhibition (viability loss, TRAIL sensitization), % at 10 µM;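 active means compounds causing at least 50% loss of cell viability in the single-dose screen, relative to plate controls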
EBV LMP1 NFkB – reduces LMP1-driven NF-kappaB luciferase signal; LMP1-induced NF-kappaB luciferase reporter cells, luminescence; inhibition, % at 12.5 µM; 350,000 tested, 0.69% active; AID 504558; in the data active means inhibition above about 41%;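 further: 0% = neutral control wells and 100% = reference inhibitor control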
MITF TRPM1 inh – MITF TRPM1 promoter inhibition in SK-MEL-5 cells. SK-MEL-5 TRPM1 promoter luciferase, 24 h. inhibition, % at 12.5 µM. 330,000 tested, 0.83% active;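 active means mean inhibition across replicates of 60% or more, whatever share of single replicates reaches that level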; further: values of inactives mirror those of a sister screen read the other way
CF NFkB block – blocks PAF-induced NF-kB reporter in cystic fibrosis cells; KKLEB NF-kB-GFP reporter, GFP fluorescence overnight; inhibition, % at 5 µM; 360,000 tested, 0.86% active;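 active means at least 50% inhibition at 5 µM, scaled per plate between neutral and stimulator controls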;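 further: PAF is a Pseudomonas aeruginosa culture filtrate used as stimulus; plate controls were PAF-stimulated DMSO wells for no effect and unstimulated DMSO wells for full effect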
* = called active by the depositor; . = not tested or not shown.

structure	Shn3 3UTR inh	EBV LMP1 NFkB	C8 TRAIL sens	Peg3 promoter	HIF-2a inh	CF NFkB block	NR2E3 ag-1	NR2E3 ag-2	KKLEB tox	MITF TRPM1 inh	iPSC survival up
O=C(O)[C@@H]1CCCN1C(=O)CCc1c[nH]c2ccccc12	9.5	-4.0	12.6	11.3	5.9	-3.2	-1.6	-6.1	3.8	5.1	-0.3
C=CCn1c(-c2ccc([N+](=O)[O-])cc2)n[nH]c1=S	12.0	-4.6	2.4	0.7	-5.6	-30.7	-0.7	3.5	-7.0	7.2	-1.3
Cc1c(C(=O)NC2CC(=O)N(c3ccc4c(c3)OCCO4)C2)cccc1[N+](=O)[O-] (centres undefined)	-0.6	0.4	-15.4	-8.2	14.8	14.1	-1.8	-10.2	5.2	-6.6	1.3
Cc1cc(C)cc(C(=O)NCC(=O)OCC(=O)Nc2cccnc2Cl)c1	-9.5	1.7	-1.5	16.1	10.9	-17.7	4.6	10.3	6.6	-6.7	-0.6
O=C(c1cccs1)N1CCN(c2cccc(Cl)c2)CC1	8.7	4.6	-8.8	1.9	-9.3	6.0	2.6	2.5	-2.4	-3.8	0.4
CC(NC(=O)CCNS(=O)(=O)c1cccc2nonc12)c1ccccc1 (centres undefined)	-35.6	0.6	-0.4	5.1	-4.3	4.9	0.3	4.1	6.8	-2.4	0.9
COC(=O)c1sccc1NC(=O)c1cccnc1	17.4	-7.5	1.1	3.1	7.7	-23.8	-0.3	14.9	-6.1	15.5	0.3
Cc1cc(NS(=O)(=O)c2ccc(-c3ccccc3)cc2)no1	6.8	1.3	-8.7	10.1	8.9	1.5	4.9	-6.4	6.5	-0.4	-0.7
O=C(NC1=NCCS1)C1CCCCC1	3.2	-2.7	6.8	5.1	10.4	8.1	-1.0	0.3	-13.0	-4.8	-0.7
Cc1ccc(C(=O)Nc2cccc(O)c2)cc1S(=O)(=O)N1CCCCCC1	-103.4	-12.2	18.1	-247.4	-175.0	-15.2	0.3	-25.5	11.4	-100.2	-0.4
CN(C)c1nn(C(=O)Nc2cccc(C(F)(F)F)c2)cc1-c1ccccc1	-10.3	2.3	-6.8	4.2	16.2	5.1	-0.9	14.7	5.0	-5.5	-0.3
O=C(Nc1ccc2oc(-c3cccc4ccccc34)nc2c1)c1ncn[nH]1	-49.9	-8.3	10.8	-200.2	-240.0	-8.0	-0.5	-38.7	24.7	-55.4	3.6
Cc1sc(-c2ccncc2)nc1OC(=O)c1cc(Cl)cc(Cl)c1	7.9	-22.5	-8.8	6.2	7.6	-10.0	-1.0	-13.6	4.0	7.6	6.9
CC(=O)c1ccc(NC(=O)/C(=C\c2ccc(F)cc2)NC(=O)c2ccco2)cc1	-4.7	0.1	-4.6	3.6	1.1	-16.9	2.4	-6.1	-2.2	1.8	0.7
COc1ccc(N2C(=O)c3ccccc3NC23CCCC3)cc1	-58.8	-0.9	20.8	-152.4	-167.6	6.2	1.3	-124.9	-14.1	-46.8	-1.5
COc1cc(-c2nc(-c3ccc(Br)o3)no2)cc(OC)c1OC	-1.2	-5.0	13.6	-22.1	-36.0	-48.0	2.7	-10.0	0.0	.	-1.1
Nc1cc(-c2ccc(OC(F)(F)F)cc2)nn1-c1ccc(Cl)c(Cl)c1	.	.	13.0	-41.1	-50.5	-13.2	1.1	-35.4	12.6	.	-0.7
CN(C)CCCN(C(=O)COc1ccccc1)c1nc2c(Cl)cccc2s1	-31.7	4.3	14.2	-8.0	-0.7	8.5	6.8	-10.2	-7.3	-8.7	-0.7
COc1ccc(COc2cc(-c3cccc(OC)c3)nc3ccc(NC(=O)C(C)C)cc23)cc1	-21.4	9.8	16.0	13.4	-9.6	26.6	-3.3	-24.1	4.0	24.5	-0.4
Cc1ccccc1NC(=O)c1cccc2nc3ccccc3nc12	8.4	4.6	33.9	32.9	-10.3	-138.5	0.3	80.3*	-1.7	65.7*	-1.3
CC(C)(C)c1cc(N2CCOCC2)n2ncc(-c3ccccc3)c2n1	17.4	-8.1	1.4	10.2	4.4	25.9	-0.8	-14.4	-6.6	-12.5	1.4
COCc1cc(=O)n2[nH]c(C)c(-c3ccccc3)c2n1	-17.1	-3.2	-2.7	2.2	11.1	-4.5	6.0	-27.1	-3.7	-7.6	-0.2
CCOC(=O)C1CCN(C2=NC(=O)/C(=C/c3ccc(O)cc3)S2)CC1	2.9	5.1	-9.6	-10.0	11.4	-11.9	-1.3	-3.2	1.0	10.9	0.4
CC(=O)Nc1ccc(S(=O)(=O)NC2CC(=O)N(c3ccc4c(c3)OCCO4)C2)cc1 (centres undefined)	-0.9	0.4	-6.9	6.3	-3.3	8.2	0.9	-1.0	12.7	0.3	-0.3
Cc1cccc(C(=O)O/N=C2\CCSc3ccc(C)cc32)c1	6.2	1.5	1.3	-32.4	-8.2	-4.6	0.2	-12.9	-3.3	3.3	0.0
CN(C(=O)c1ccc(NC(=O)Cc2cccc(NC(=O)C3CCN(C(=O)C4CC4)CC3)c2)cc1)C1CC1	-3.5	3.8	35.3	-44.0	6.5	0.3	.	-24.6	4.9	-5.5	-1.4
C/C(=N\Nc1cccc2cccnc12)c1ccccn1	11.6	-42.0	74.7*	-112.8	-50.3	-25.6	1.5	-163.4	-30.5	-46.7	-0.8
O=C(O)CCNS(=O)(=O)c1cccc2nsnc12	-7.1	-0.4	-24.1	-19.6	-11.6	7.8	2.5	-1.4	-13.5	-16.6	-1.2
CC(C)OC(=O)c1ccc(COC(=O)CNC(=O)c2ccco2)cc1	3.7	-0.6	-11.0	7.4	-2.9	3.0	1.6	-26.4	-6.2	7.7	-0.1
O=C(O)C(c1ccccc1)C(O)C1CCCC1 (centres undefined)	2.0	-1.1	-22.1	5.4	7.4	-34.0	.	-19.4	12.2	8.6	-0.8
COc1ccc(NC(=O)CN(C)C(=O)Cn2c(=O)oc3ccccc32)cc1	5.0	-9.4	1.9	0.9	-1.7	11.0	1.8	16.1	10.4	0.2	0.9
O=C(Nc1ccc(Br)cc1F)C1CCCO1 (centres undefined)	2.3	3.9	-5.8	-14.2	-26.1	-11.8	4.1	-26.8	-0.7	-9.3	0.4
COc1ccc(C(=O)NC(NC(=S)Nc2ccc(S(N)(=O)=O)cc2)C(Cl)(Cl)Cl)cc1 (centres undefined)	-16.6	3.1	4.0	16.3	20.0	-11.2	-1.3	7.1	-12.7	-0.5	2.6
CCC(C)c1ccccc1NC(=O)COC(=O)c1ccc(C)c(NC(=O)c2ccco2)c1 (centres undefined)	13.8	-8.5	5.8	18.9	10.5	3.2	0.0	-17.8	3.9	13.6	-1.4
CCOC(=O)C1=CCC(c2cccs2)N(S(=O)(=O)c2ccc(C)cc2)C1 (centres undefined)	-6.9	.	4.3	28.2	7.5	7.3	.	-1.1	-17.1	.	1.6
Cc1ccc(S(=O)(=O)N2[C@@H](c3ccc(Br)cc3)C(C(=O)O)=CC[C@H]2c2cccs2)cc1	-5.3	3.0	5.1	6.5	20.9	-23.2	.	10.8	25.8	4.5	3.2
COc1cccc(C2CC(c3ccc(Cl)cc3)n3nc(N)nc3N2)c1 (centres undefined)	9.2	2.3	-13.3	7.1	-2.5	-0.1	0.5	-7.7	1.8	-2.7	-0.4
CCc1nnc(NC(=O)CSc2nnc(CSc3nc(C)cc(C)n3)n2C)s1	0.1	-3.1	-5.2	13.3	18.8	10.8	5.8	-22.6	-1.8	6.3	-0.5
O=C(COC(=O)COc1ccccc1)Nc1ccc(Br)cc1F	-11.2	-1.6	-2.7	-12.2	10.4	-22.1	.	-7.4	9.6	3.8	-1.8
COc1ccc([N+](=O)[O-])cc1N(CC(O)CN(C)C)S(=O)(=O)c1ccc(C)cc1 (centres undefined)	-25.7	-4.5	-0.8	27.5	11.8	-1.4	-1.6	-15.7	-9.3	-17.1	0.6

NR2E3 ag-2, what is marked active above
Structure	Shn3 3UTR inh	EBV LMP1 NFkB	Peg3 promoter	HIF-2a inh	CF NFkB block	NR2E3 ag-1	NR2E3 ag-2	MITF TRPM1 inh
Cc1ccccc1NC(=O)c1cccc2nc3ccccc3nc12	8.4	4.6	32.9	-10.3	-138.5	0.3	80.3*	65.7*

The list goes on:
structure	Shn3 3UTR inh	EBV LMP1 NFkB	C8 TRAIL sens	Peg3 promoter	HIF-2a inh	CF NFkB block	NR2E3 ag-1	NR2E3 ag-2	KKLEB tox	MITF TRPM1 inh	iPSC survival up
O=C(CSc1nccc(=O)[nH]1)c1ccccc1Br	12.5	8.2	-10.0	-3.3	8.5	9.3	2.3	13.7	6.7	2.8	-3.2
CC1(C)CC(=O)C(C(N)=NC(=O)c2ccc([N+](=O)[O-])cc2)=C(O)C1	1.3	-5.9	12.5	-0.1	-39.7	0.0	-0.5	-6.0	3.3	-11.4	-0.1
Cc1ccc(S(=O)(=O)N2[C@@H](c3ccc(Cl)cc3)C(C(=O)O)=CC[C@H]2c2ccc(Cl)cc2)cc1	-0.6	5.6	-2.2	0.5	15.9	14.0	-1.2	61.8	-3.2	12.2	-1.4
CCc1nnc(NC(=O)CSc2nccn2-c2cccc(C)c2C)s1	18.8	7.2	-5.4	4.5	4.0	24.5	-0.6	37.1	-19.1	.	0.7

Profiles, looked up by structure. Values in the order: Shn3 3UTR inh | EBV LMP1 NFkB | C8 TRAIL sens | Peg3 promoter | HIF-2a inh | CF NFkB block | NR2E3 ag-1 | NR2E3 ag-2 | KKLEB tox | MITF TRPM1 inh | iPSC survival up
Profile of Cc1cccc(C(=O)O/N=C2\CCSc3ccc(C)cc32)c1 = 6.2 | 1.5 | 1.3 | -32.4 | -8.2 | -4.6 | 0.2 | -12.9 | -3.3 | 3.3 | 0.0
Profile of CC(C)(C)c1cc(N2CCOCC2)n2ncc(-c3ccccc3)c2n1 = 17.4 | -8.1 | 1.4 | 10.2 | 4.4 | 25.9 | -0.8 | -14.4 | -6.6 | -12.5 | 1.4

An excerpt; rates above refer to the full screens.
